Bioassay records deposited in PubChem by several laboratories.
SF1 activator: SF-1 (human) activation; activation, % at 10 µM; CHO-K1 Gal4-SF-1 LBD luciferase reporter; % increase over DMSO SF-1-specific signal; 1.9% of 65,000 active;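 active = activation above the mean activation of all tested compounds plus 3 SD, cut at about 50% in these data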
Target sequence (Q13285 whole entry, looked up, the tested form may be a part): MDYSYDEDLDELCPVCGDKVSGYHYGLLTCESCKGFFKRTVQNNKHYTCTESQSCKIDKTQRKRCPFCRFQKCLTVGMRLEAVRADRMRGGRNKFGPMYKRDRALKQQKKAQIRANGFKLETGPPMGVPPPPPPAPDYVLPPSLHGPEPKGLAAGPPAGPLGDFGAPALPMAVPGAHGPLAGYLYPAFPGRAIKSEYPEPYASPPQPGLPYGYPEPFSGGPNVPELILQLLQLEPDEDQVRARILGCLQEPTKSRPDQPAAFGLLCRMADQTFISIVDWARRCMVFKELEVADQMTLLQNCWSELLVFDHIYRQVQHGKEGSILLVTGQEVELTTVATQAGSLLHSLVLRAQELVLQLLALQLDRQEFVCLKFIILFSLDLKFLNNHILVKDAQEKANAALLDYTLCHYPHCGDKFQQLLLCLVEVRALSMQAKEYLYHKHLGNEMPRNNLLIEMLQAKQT
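Assay system: CHO-K1 cells co-transfected with Gal4 DBD–human SF-1 LBD, 5xGal4 luciferase reporter; doses: 10 µM only; incubation: 20 h compound exposure at 37 °C after 1 h cell settling; signal: luciferase light emission; evaluation: percent activation versus DMSO; repeats: one test per compound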
D1 mod: allosterically modulates the human D1 dopamine receptor; P21728; HEK293 D1, CRE-luciferase, dopamine EC30 potentiation; actives deviate in either direction; B-score at 10 µM; 5.9% of 58,000 active;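 active = luminescence count or its row- and column-corrected plate score outside the 99.7% band of the plate's sample wells, on either side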
Cdc25B inh: human M-phase inducer phosphatase 2 inhibition | P30305 | recombinant Cdc25B, OMFP fluorescence Ex485/Em525 | inhibition, %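 (compounds tested at 10 µM final in the well)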 | 0.1% of 65,000 active | AID 368; in the data active = inhibition above about 50%
MKP-1 inh: human dual specificity phosphatase 1 inhibition; AID 374; recombinant MKP-1, OMFP hydrolysis fluorescence; inhibition, %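 (compounds tested at a single concentration somewhere between 10 and 100 µM)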; 0.15% of 65,000 active;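 active = inhibition above about 50%, limit read from the data; inconclusive = inhibition over screen mean plus 3 SD, below that limit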;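 also: 0% = DMSO max control wells and 100% = wells with enzyme stopped by NaOH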
FXIIa inh mix: inhibitors of human coagulation factor XIIa, pooled mixtures | purified FXIIa, fluorogenic substrate | inhibition, % at 5 µM | 0.2% of 62,000 active | P00748; in the data active = inhibition above about 20%, passing the limit was not always enough;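 also: 0% = enzyme without compound and 100% = no enzyme blank; some results filed as inactive read as strong as hits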
Target sequence (P00748 20-372 limits assumed): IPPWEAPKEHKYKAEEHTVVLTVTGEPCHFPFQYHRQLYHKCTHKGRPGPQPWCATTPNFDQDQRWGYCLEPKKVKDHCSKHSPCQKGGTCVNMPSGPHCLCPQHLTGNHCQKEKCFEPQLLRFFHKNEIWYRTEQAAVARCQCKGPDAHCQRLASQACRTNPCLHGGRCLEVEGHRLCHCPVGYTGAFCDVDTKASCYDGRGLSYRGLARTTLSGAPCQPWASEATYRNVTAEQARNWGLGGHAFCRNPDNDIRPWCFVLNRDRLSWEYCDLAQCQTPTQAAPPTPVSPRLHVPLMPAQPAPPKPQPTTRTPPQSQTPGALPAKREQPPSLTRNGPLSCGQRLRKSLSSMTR
Target sequence (P00748 373-615 limits assumed): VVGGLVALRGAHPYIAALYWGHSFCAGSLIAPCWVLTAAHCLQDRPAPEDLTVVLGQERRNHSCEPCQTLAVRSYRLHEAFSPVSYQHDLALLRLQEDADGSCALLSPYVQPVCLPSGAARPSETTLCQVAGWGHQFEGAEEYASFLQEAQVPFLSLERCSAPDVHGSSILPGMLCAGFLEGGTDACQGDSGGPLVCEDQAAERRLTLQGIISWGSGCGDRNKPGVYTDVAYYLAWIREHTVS
Hsp90 inh: displaces geldanamycin probe from tumor Hsp90 | P07900 | NCI-N417 lysate Hsp90, Cy3B-geldanamycin FP displacement | inhibition, % at 30 µM | 0.35% of 64,000 active | AID 429;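 active = inhibition above 50%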;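 also: 0% = tracer plus lysate wells and 100% = tracer alone without lysate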
RORa activator: activates the human nuclear receptor RORA; P35398; CHO-K1 Gal4-RORA LBD luciferase reporter, luminescence; percent increase over mock-subtracted basal signal; activation, % at 10 µM; 1.5% of 65,000 active;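 active = activation above the mean of all tested compounds plus 3 SD, cut at about 49% in these data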;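 also: 0% = DMSO-treated RORA cells and 100% = added signal equal to DMSO minus mock-transfected cells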
HER2 expr 66K: Her2 kinase expression inhibition. P04626. SKBR-3 HER2 protein level, AlphaScreen, 18-24 h; hits give low values. HER2 level % of control, % at 10 µM. 0.69% of 65,000 active. AID 645;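 active = HER2 level under 5% of the carrier-only control; inconclusive = no clear call, values can overlap the other calls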;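 also: 100% = DMSO carrier and 0% = 500 nM PU-H71 HSP90 inhibitor; lower value means stronger loss of Her2 protein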
TNAP act mid DEA: human TNAP activation, intermediate phosphate acceptor; P05186; 64,000 tested, under 10 active; purified TNAP, CDP-star luminescence, 100 mM DEA, 30 min; hits give high values; scale: 0 levamisole-inhibited, 1 vehicle-only enzyme; AID 813; activation factor at 20 µM;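 active = activation factor of at least 2 at 20 µM, relative to controls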
Numbers without * were called inactive; ? = inconclusive; · = not tested or not shown.

SMILES	SF1 activator	D1 mod	Cdc25B inh	MKP-1 inh	FXIIa inh mix	Hsp90 inh	RORa activator	HER2 expr 66K	TNAP act mid DEA
CC1CCC(n2c(=S)[nH]c3ccccc3c2=O)CC1 (configuration not stated)	-20	0.59	-5	3	0	-1	24	121	0.9
CCC(=O)NC1(C(F)(F)F)C(=O)NC(C)=C1C#N (configuration not stated)	-12	-0.65	-19	-4	-20	-3	-2	76	0.9
Cc1ccc(NC(=O)CS(=O)CC(=O)N(C2CCCC2)C(C)C(=O)NC2CCCCC2)cc1 (configuration not stated)	8	1.5	-3	14	6	-4	14	63	0.9
CSc1cc(C)nc(NC(C)=O)n1	10	·	-1	2	3	1	-23	80	1
CS(=O)(=O)N1CCC(C(=O)Nc2ccc(Oc3ccccc3)cc2)CC1	0	0.021	-1	-6	1	-3	-14	61	0.9
CCOC(=O)C1=C(C)N=c2s/c(=C3\C(=O)Nc4ccccc43)c(=O)n2C1c1ccc2c(c1)OCO2 (configuration not stated)	0	-0.023	-2	16	-6	-2	-24	81	0.7
O=C(CCCOc1ccc(Cl)cc1)Nc1nncs1	15	0.64	-4	6	·	1	17	85	0.9
COc1cc2c(cc1OC)C1=C(C#N)CN(C3CCCCC3)CN1CC2	21	4.2*	-12	0	-14	-6	-12	88	0.9
CCCCn1cnc2c(c1=O)c1nc3ccccc3nc1n2Cc1ccc2c(c1)OCO2	-1	0.79	5	-3	3	-3	-27	97	0.9
COc1ccc(C(=O)CCN2CCCCCC2)cc1	3	·	13	-13	2	-4	-25	23	0.9
COc1ccc(CC(=O)Nc2cc(C)on2)cc1	1	-0.039	0	-1	10	-9	-18	115	1
COc1cc(NC2c3ccccc3C(=O)N2c2ccc(C)cn2)cc(OC)c1OC (configuration not stated)	43	0.0074	1	2	4	-2	20	95	0.9
Cn1c(CCC(=O)Nc2ccc(N3CCOCC3)cc2)nc(=O)c2ccccc21	18	1.6	3	7	·	15	-2	53	0.9
CCOc1ccc(S(=O)(=O)N2CCN(Cc3ccccc3)CC2)c2cccnc12	-3	·	-8	34	5	0	-2	85	1
Cc1cc(C)n(CC2CC(=O)N(c3ccc(F)c(Cl)c3)C2=O)n1 (configuration not stated)	10	·	3	-25	·	2	-34	116	1
CCOC(=O)N1CCC(NC(=O)c2cc(C)c3c(C)nn(-c4ccccc4)c3n2)CC1	23	·	-2	24	5	-1	0	127	1
Cn1cc(S(=O)(=O)Nc2ccc(F)cc2F)c(=O)n(C)c1=O	-5	0.13	-1	5	5	-3	2	92	0.9
CCOC(=O)c1c(NS(=O)(=O)c2cccc(OC)c2)sc2c1CCC2	15	-0.0052	3	33	14	-4	-6	90	0.9
O=C(NC12CC3CC(CC(C3)C1)C2)C1=COCCO1	8	-0.53	5	7	1	0	-14	95	0.9
CC(C)NCC(O)COc1c(F)cc(Br)cc1F (configuration not stated)	6	-0.52	-4	5	11	0	-11	169	1

A run of entries of the results above, as a working copy:
SMILES	SF1 activator	D1 mod	Cdc25B inh	MKP-1 inh	FXIIa inh mix	Hsp90 inh	RORa activator	HER2 expr 66K	TNAP act mid DEA
O=C(NC12CC3CC(CC(C3)C1)C2)C1=COCCO1	8	-0.53	5	7	1	0	-14	95	0.9
CC(C)NCC(O)COc1c(F)cc(Br)cc1F (configuration not stated)	6	-0.52	-4	5	11	0	-11	169	1

Later entries:
SMILES	SF1 activator	D1 mod	Cdc25B inh	MKP-1 inh	FXIIa inh mix	Hsp90 inh	RORa activator	HER2 expr 66K	TNAP act mid DEA
Cc1ccc2c(c1)NC(=O)C(CC(=O)O)O2 (configuration not stated)	-2	·	-3	12	10	-1	-10	99	1
COc1cccc(NC(=O)CN(c2cccc(C(F)(F)F)c2)S(C)(=O)=O)c1	-7	-0.22	0	8	4	-1	-8	78	0.8
O=C(c1cc(-c2ccncc2)nc2ccccc12)N1CCN(c2ccc(N3CCOCC3)nn2)CC1	3	-0.087	18	10	-4	-8	13	95	0.9
O=C1C2C3CCCC3=C3CCCC3C2C(=O)N1c1ccccc1 (configuration not stated)	-1	0.58	-9	-6	3	-3	0	109	0.9
Cc1ccnc(N2CCN(c3cc(C)c(C#N)c4nc5ccccc5n34)CC2)c1	13	-0.068	-2	9	·	-4	2	115	0.9
CC1=C(C(=O)NC(C)c2ccc3c(c2)OCCO3)C2(CCC(C)CC2)OC1=O (configuration not stated)	6	-0.16	-12	6	2	-1	-16	104	0.9
Cn1c(=O)c2c(-c3ccccc3)n(-c3ccccc3O)cc2n(C)c1=O	12	2.4	-3	1	0	0	20	82	0.9
CCn1cnc2sc(C(=O)N(Cc3ccc(N(C)C)cc3)Cc3ccco3)c(C)c2c1=O	-13	4.9*	9	14	-20	1	-4	54	0.9
CC(=O)N1CCC2(CC1)CC(=O)c1cc(OCC(=O)NCc3ccc(C)cc3)ccc1O2	10	-0.55	-15	17	0	0	-14	98	0.9
O=C(c1ccco1)N1CCN(C(c2ccccc2Cl)c2nnnn2Cc2ccco2)CC1 (configuration not stated)	10	·	-14	8	5	-2	-5	103	1
Cc1cc(NCCN2CCCCC2)n2c(nc3ccccc32)c1C#N	7	-0.27	9	-15	0	-1	-14	112	1
N#Cc1cc(-c2ccccc2)oc1NC(=O)c1ccco1	-8	1.1	-8	-3	-13	-1	-10	79	0.9
O=C(CCN1C(=O)C2C3C=CC(C3)C2C1=O)Nc1ccc2c(c1)OCO2 (configuration not stated)	4	-0.3	0	18	3	10	12	106	0.9
CCNC(=O)NC(=O)COC(=O)CNC(=O)COc1ccccc1	-9	·	-10	3	7	·	9	133	0.9
CCOC(=O)c1cc(NC(=O)CSCCO)ccc1Cl	-6	-0.38	2	-7	3	-1	11	99	1
Cc1ccc(NC(=O)c2c(-c3c(F)cccc3Cl)noc2C)cc1F	-28	-0.17	-9	2	13	-2	5	109	0.9
CCCOc1ccc(N2C(=O)CC(N3CCN(c4ccccc4OC)CC3)C2=O)cc1 (configuration not stated)	-11	-0.52	-9	-1	0	-5	1	90	0.9
O=C(c1ccc2c(c1)OCO2)N1CCN(c2ccccc2)CC1	-22	0.16	0	-16	-2	0	-22	65	0.9
Cn1c(=O)c2c(nc(CN3CCN(Cc4ccccc4)CC3)n2Cc2ccc(Cl)cc2)n(C)c1=O	-13	-0.34	-30	12	-24	-2	18	77	0.9
CC(C)CNS(=O)(=O)c1ccc(OCC(=O)Nc2ccc3c(c2)OCO3)c(Cl)c1	-20	0.52	-20	2	-2	3	-7	94	0.9

The results go on:
SMILES	SF1 activator	D1 mod	Cdc25B inh	MKP-1 inh	FXIIa inh mix	Hsp90 inh	RORa activator	HER2 expr 66K	TNAP act mid DEA
COc1ccc(NC(=O)CC2Sc3ncnn3C2=O)cc1 (configuration not stated)	-6	-0.54	-3	-1	3	-3	-6	105	0.8
Cc1ccc2oc(=O)n(Cc3ccccc3OC(C)C)c2c1	-4	-0.23	-6	-2	-4	1	-6	119	0.9
COc1ccccc1NC(=O)c1cc(C(=O)O)ccc1C(=O)O	-15	-0.042	1	-14	6	-1	-9	56	0.9
COc1ccc(Cl)cc1NS(=O)(=O)c1ccc(S(=O)(=O)N2CCCC2)cc1	16	-0.53	-9	2	14	0	-6	74	1
Cc1onc(-c2ccccc2Cl)c1C(=O)NC1CCS(=O)(=O)C1 (configuration not stated)	-4	-0.2	-12	-1	-1	0	4	75	0.9
NC(=O)CSC1=Nc2ccccc2C2=NC(CC(=O)NCc3cccs3)C(=O)N12 (configuration not stated)	-13	1.2	-4	11	2	-4	-9	118	0.9
CCOC(=O)C1CCN(Cc2nc3ccc(Cl)cc3n2CCO)CC1	-7	-0.32	-10	25	·	-1	-5	85	0.9
O=C(c1ccc2c(c1)OCCO2)C1CCN(C(=O)c2ccc(F)c(F)c2)CC1	6	-1.8	-1	-18	8	1	-4	85	1
Cc1cc(N2CCN(S(=O)(=O)Cc3ccccc3)CC2)n2ncnc2n1	7	-0.37	16	8	-1	-4	-17	90	0.9
COC(=O)c1ccc(Sc2ccc(C)cc2)c(N)c1	11	0.59	-3	21	12	-1	16	70	0.8
Cn1cccc1Cc1nnc(SCC(=O)Nc2nc3ccccc3s2)n1CCc1ccccc1	14	-0.47	-9	-9	0	-4	6	31	1
COc1ccccc1-n1nnnc1SCC(=O)Nc1cc(C)on1	-2	-0.47	-19	-8	-17	-1	-4	127	0.9
Cc1ccc(S(=O)(=O)c2c(N)n(/N=C/c3ccco3)c3nc4ccccc4nc23)cc1	-28	0.51	2	16	-3	-15	-8	63	0.9
Clc1cccc(Cl)c1Cn1cnc(=NCc2ccco2)c2[nH]cnc21	-7	1.7	8	26	3	0	16	92	1
N#CC1=C(N)SC(N)=C(C#N)C1C1CC=CCC1 (configuration not stated)	-11	0.0099	-11	9	4	-5	-16	98	0.9
CN(CC(=O)N1CCN(c2ccccn2)CC1)S(=O)(=O)c1ccccc1	10	·	-19	-4	-1	0	4	107	1
O=C(NCc1cccs1)c1ccc2c(c1)ncn2C1CCCC1	22	-0.55	-3	0	1	-1	3	121	0.8
CCN(CC)S(=O)(=O)c1cccc(C(=O)NC2CCCCC2)c1	9	-1	-6	-2	3	-4	28	80	1
COc1ccc(OC)c2[nH]c(=O)c(CCNC(=O)c3ccc(S(=O)(=O)N4CCCCC4)cc3)cc12	-6	0.86	-3	?	-8	-1	-8	74	0.9
COc1cccc(OC)c1-c1nnc(-c2cn(C)c3ccccc23)o1	-32	-1.5	3	-27	5	-2	-21	84	1

The list goes on:
SMILES	SF1 activator	D1 mod	Cdc25B inh	MKP-1 inh	FXIIa inh mix	Hsp90 inh	RORa activator	HER2 expr 66K	TNAP act mid DEA
COc1ccc(S(=O)(=O)N2CCc3ccccc32)cc1C(=O)OCc1c(C)noc1C	-6	·	2	27	22	0	-32	121	0.9
c1ccc(-n2nnnc2-n2nnc3ccccc32)cc1	-8	3.1	-14	-11	11	1	-7	89	0.9
CC(C)Cn1cc(C(=O)NCc2cccs2)c2c3ccccc3n(C)c2c1=O	7	-0.74	-9	27	10	-5	6	81	0.9
Cc1ccc2c(c1)NC(=O)C(CC(=O)NCc1ccc(F)cc1)O2 (configuration not stated)	-1	-0.39	-3	3	0	3	-4	88	0.9
Cc1noc(C)c1CSCC(=O)OCC(=O)N1CC(=O)Nc2ccccc21	-6	·	-13	5	5	·	-8	77	1
O=C(CN1C(=O)c2ccccc2C1=O)Nc1ccc(-c2nc3ccccc3o2)cc1	-2	0.14	-2	33	6	3	-1	104	0.9
O=C(Nc1cccc(NC(=O)c2cccnc2)c1)c1cccnc1	-8	0.048	-18	-5	2	-9	-11	92	0.8
Cc1cc(C)n(Cc2cccc(F)c2)c(=O)c1C#N	-8	-0.34	0	4	8	-2	1	105	1
O=C(CSC1=Nc2ccccc2C2=NC(CC(=O)NC3CCCCC3)C(=O)N12)NCc1ccco1 (configuration not stated)	-12	0.15	-3	43	11	-3	-16	95	0.9
O=C(NCCc1ccccc1)c1ccnc(/C=N/O)c1	8	-1.3	-2	7	-3	-1	16	77	1
CSc1nc2n(n1)C(c1cc(Br)ccc1F)C(C(=O)N(C)C)=C(C)N2 (configuration not stated)	-5	-0.41	1	5	-6	0	-16	87	1
Cn1c(CCNC(=O)c2cccs2)nnc1SCC(=O)N1CCN(c2ccccc2)CC1	-5	·	-7	4	10	-1	8	103	1.1
COc1ccc(-c2nc3c(=O)n(C)c(=O)[nH]c3n2CCc2ccccc2)cc1	-8	-0.2	-3	20	11	-1	7	134	1
COc1cc(C(=O)OCCN2CCOCC2)cc(OC)c1OC	·	-0.0068	2	6	12	·	·	100	0.9
